TRPM1 prom inh: MITF TRPM1 promoter inhibition in SK-MEL-5 cells. SK-MEL-5 TRPM1 promoter luciferase, 24 h. inhibition, % at 12.5 µM. 330,000 tested, 0.83% active;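 active means mean inhibition across replicates of 60% or more, whatever share of single replicates reaches that level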; further: values of inactives mirror those of a sister screen read the other way
Peg3 prom inh: inhibitors of Peg3 promoter. inhibition, % at 20 µM. AID 588405. 360,000 tested, 1.7% active. HeLa PEG-Prom luciferase reporter, luminescence, overnight;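 active means inhibition of at least 50% at 20 µM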
CaV13 FRET inh: Disruptors of the CACNA1D IQ motif to Ca2+-dependent inactivation inhibitor domain association, primary screening, Förster resonance energy transfer in intact living …; HEK cells, CFP/YFP FRET ICDI-IQ, plate reader, 10 min; percent FRET-ratio fall versus neutral wells; inhibition, % at 12.3 µM; 340,000 tested, 0.098% active; AID 743397;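 active means mean replicate inhibition of at least 30% and at least 1% of replicates passing that level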;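 further: 0% = median of the neutral control wells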
NR2E3 ag-1: agonists of human nuclear receptor NR2E3; inhibition of corepressor binding, % at 4.78 µM; AID 2300; GST-NR2E3/biotin-RetCOR TR-FRET, 1536-well; 320,000 tested, 0.12% active; Q9Y5X4;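 active means percent inhibition above the cutoff of mean plus 3 SD of all tested compounds, set per screening campaign, cut at about 20% in these data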;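 further: 0% = DMSO wells and 100% = biotin wells as full block of FRET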
Target sequence (Q9Y5X4 whole entry, looked up): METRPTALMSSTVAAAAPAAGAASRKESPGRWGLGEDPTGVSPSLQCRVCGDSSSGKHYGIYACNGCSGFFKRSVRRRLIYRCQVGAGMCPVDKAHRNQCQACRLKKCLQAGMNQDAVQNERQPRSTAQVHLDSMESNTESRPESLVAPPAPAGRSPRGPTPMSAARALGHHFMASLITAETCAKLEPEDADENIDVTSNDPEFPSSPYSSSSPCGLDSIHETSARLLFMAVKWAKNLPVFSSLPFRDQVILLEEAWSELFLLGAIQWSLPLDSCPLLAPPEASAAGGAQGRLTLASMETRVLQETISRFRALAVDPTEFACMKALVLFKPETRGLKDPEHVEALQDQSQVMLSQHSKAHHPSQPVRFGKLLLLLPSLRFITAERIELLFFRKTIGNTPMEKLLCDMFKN
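Test system – NR2E3–RetCOR corepressor complex · Quantity – NR2E3 fusion 1.35 nM · Buffer or medium – Tris pH 7.5 · Incubation – Compound–protein incubation for 5 h at 4 °C · Technique – TR-FRET, Eu(K)-anti-GST donor, streptavidin-D2 acceptor, ex 340, em 617/671 nm · Evaluation – percent inhibition of 671/617 nm emission ratio versus biotin and DMSO controls · Plate – 1536-well format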
HIF-2a inh: inhibitors of HIF-2a; 786-0 RCC cells HIF-2a reporter, luciferase luminescence, overnight; AID 624352; 360,000 tested, 0.72% active; inhibition, % at 18.8 µM;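 active means inhibition of the luminescence signal of 40% or more relative to plate controls, in a single-dose primary screen at 18.75 µM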
Exocytosis inh: blocks lytic granule exocytosis. TALL-104 LAMP-1 surface exposure, flow cytometry; cells stimulated with thapsigargin and PMA. inhibition, % at 10 µM. 360,000 tested, 0.66% active. AID 651702;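 active means inhibition above about 55%, limit read from the data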
PDI inh: inhibitors of human protein disulfide isomerase. inhibition, % at 10 µM. 350,000 tested, 0.052% active. PDI insulin aggregation turbidity, A650, 90 min. P07237;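 active means mean inhibition across replicates of 30% or more, whatever share of single replicates reach that level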;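 further: absorbance from insulin aggregation driven by PDI reduction with DTT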
Target sequence (P07237 whole entry, looked up): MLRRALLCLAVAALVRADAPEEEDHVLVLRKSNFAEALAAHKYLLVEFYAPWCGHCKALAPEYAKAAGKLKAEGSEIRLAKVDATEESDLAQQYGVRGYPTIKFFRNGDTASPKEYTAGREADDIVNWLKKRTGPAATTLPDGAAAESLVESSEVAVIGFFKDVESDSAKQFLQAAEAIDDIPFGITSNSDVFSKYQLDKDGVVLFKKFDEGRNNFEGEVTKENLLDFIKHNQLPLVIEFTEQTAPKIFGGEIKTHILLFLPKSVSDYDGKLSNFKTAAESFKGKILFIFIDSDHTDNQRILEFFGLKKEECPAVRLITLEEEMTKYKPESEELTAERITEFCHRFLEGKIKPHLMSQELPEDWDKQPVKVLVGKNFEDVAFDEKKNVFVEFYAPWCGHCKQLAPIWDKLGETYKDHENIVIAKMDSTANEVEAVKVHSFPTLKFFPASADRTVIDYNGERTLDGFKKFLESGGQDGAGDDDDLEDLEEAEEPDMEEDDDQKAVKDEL
aDG glyco act: alpha-DG glycosylation activation | activation, % at 10 µM | AID 624168 | 360,000 tested, 0.22% active | Pro5-aDG cells, alpha-DG glycosylation AlphaScreen (IIH6); 0% Pro5, 100% B10-LARGE cell signal;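 active means activation of at least 8% versus controls, or a plate z-score of at least 8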;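 further: Pro5 are CHO cells carrying HIG-tagged alpha-DG that lacks glycosylation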
NR2E3 ag-2: activates human NR2E3 receptor | Q9Y5X4 | CHO-S Gal4-NCOR/VP16-NR2E3 two-hybrid, luciferase | inhibition of corepressor binding, % at 3.98 µM | 360,000 tested, 0.35% active | AID 602229;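 active means inhibition above the mean of all tested compounds plus 3 SD, cut at about 70% in these data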;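 further: 0% = DMSO with NR2E3 transfected cells and 100% = cells lacking NR2E3 construct; higher means lower luciferase signal from less NR2E3 corepressor binding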
Vif inh: HIV Vif inhibition; HEK293T cells, Vif self-association by quenched fluorescence, imaging, 24 h; inhibition, % at 7.49 µM; AID 602346; 340,000 tested, 0.35% active; in the data active means inhibition above about 50%, passing the limit was not always enough; further: some results filed as inactive read as strong as hits
hiPSC survival: enhancers of human iPSC single-cell survival | hiPSC single-cell survival, ATPlite luminescence; 100% = ROCK inhibitor wells, 0% = DMSO | survival enhancement, % at 20 µM | 360,000 tested, 0.044% active; in the data active means survival enhancement above about 18%;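 further: cells exposed to compounds for 16 hours before the ATP read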
The depositor's hits bear a star; . = not tested or not shown.

SMILES	TRPM1 prom inh	Peg3 prom inh	CaV13 FRET inh	NR2E3 ag-1	HIF-2a inh	Exocytosis inh	PDI inh	aDG glyco act	NR2E3 ag-2	Vif inh	hiPSC survival
CCOC(=O)c1[nH]c(C)c(C(=O)OCc2c(C)noc2C)c1C	4.9	6.0	.	-2.0	-22.5	-5.3	2.5	0.2	-3.9	8.4	-1.2
Cc1cc(C)n2nc(C(=O)OC(C)C(=O)c3cc(C)c(C)cc3C)nc2n1 (configuration not stated)	5.5	-10.9	-2.2	3.1	3.1	-0.5	0.3	-0.1	-4.2	0.5	-0.1
O=C(Nc1ccccc1)C1Cc2c(-c3ccc(Cl)cc3)ccnc2O1 (configuration not stated)	.	8.7	-10.4	.	3.7	3.7	-2.1	0.3	11.2	-11.5	-2.4
Fc1ccccc1CNc1ccc(Cl)cc1	-28.1	-13.4	-8.2	2.0	-83.1	1.0	1.4	-0.1	-22.2	-5.2	0.2
C/C(=N\O)c1cc(Cl)ccc1O	-11.4	-4.3	-4.1	7.7	13.5	-0.7	2.8	-0.1	-40.5	7.9	0.2
C=CCNC(=O)NC(=O)CSc1nnc(C(F)(F)F)n1C	3.0	-5.8	-1.8	0.6	2.1	4.8	2.2	-0.1	-2.1	4.8	-0.5
Cc1cccc([C@H]2[C@@H]3C=CCC[C@@H]3C(=O)N2Cc2ccccc2)c1	-7.6	-1.2	-5.7	.	11.0	4.1	-13.0	0.5	-15.4	-4.7	-1.6
Cn1c(=O)c(C(=O)NNC(=O)c2ccccc2F)c(O)c2ccccc21	4.3	17.1	-2.8	-4.4	-10.2	-16.6	-3.6	-0.2	-61.1	2.7	0.4
COc1ccccc1N1CCN(C(=O)CN2C(=O)c3ccccc3S2(=O)=O)CC1	2.1	7.2	2.2	-1.3	3.4	-1.4	-2.5	-0.1	8.4	34.6	-0.6
CCOC(=O)C(Cc1ccc(Cl)cc1Cl)c1ccno1 (configuration not stated)	-0.4	-9.8	2.9	4.6	12.3	3.0	-3.5	-0.3	-16.5	1.9	1.2
Cc1ccc(S(=O)(=O)N(C)CC(=O)Nc2ccc3c(c2)OCO3)cc1	15.6	-10.3	-3.5	4.0	-16.9	4.1	9.0	-0.2	6.2	2.6	-0.2
CCC(C)(C)C1CCC2(CC1)NC(=O)N(CC(=O)N1CCN(C(=O)c3ccco3)CC1)C2=O (configuration not stated)	11.8	-0.6	-6.4	0.2	12.0	0.7	-11.3	-0.1	-22.8	29.0	-1.2
O=C(Cc1cccs1)Nc1ccc(F)c(S(=O)(=O)N2CCOCC2)c1	4.2	21.5	-4.8	2.2	0.9	12.0	-0.9	-0.1	2.7	-8.2	-0.6
COc1ccc(NC(=O)Nc2nnc(Cc3ccccc3)s2)cc1	.	3.8	-19.8	-1.5	3.0	1.8	-2.3	0.1	-41.1	-12.2	-0.5
O=C(NCC(O)c1ccccc1)c1cccs1 (configuration not stated)	-62.8	-133.9	-3.8	0.6	-155.3	-0.9	-1.2	0.1	-56.7	-1.9	-0.2
CCOC(=O)C(=CNc1cc(C)nn1C(C)(C)C)C(=O)OCC	11.2	16.5	-2.7	0.3	9.1	-0.7	-3.1	0.2	-21.9	-0.6	-2.2
O=C(CSc1nnc(Cn2nnc(-c3ccccc3)n2)n1-c1ccccc1)Nc1ccccc1	5.0	18.3	-4.9	0.1	14.0	1.8	2.9	-0.2	10.3	-5.1	-2.5
O=C(COc1ccccc1)Nc1ccccc1N1CCCCC1	1.6	27.5	0.8	2.6	18.1	3.2	2.0	-0.2	2.7	-14.8	3.3
CCOC(=O)N1CCN(C(=O)COc2ccc(S(=O)(=O)Nc3ccc(OCC)cc3)cc2)CC1	15.4	24.5	-10.4	-1.5	14.6	-0.4	17.5	0.3	7.1	-16.6	0.0
CCN1CCC(N2CCN(c3ccccc3OC)CC2)CC1	12.2	-4.1	8.6	-1.9	-1.8	6.1	8.2	-0.1	-22.7	-4.0	2.0
Cc1cc(Cl)ccc1C(=O)C1CCCN(C(=O)c2cscn2)C1 (configuration not stated)	7.3	9.7	-1.8	1.2	6.7	-1.4	2.4	0.1	5.3	1.8	0.3
O=C(NNC(=O)c1ccccc1Cl)c1ccccc1Cl	-0.3	-52.1	-5.0	1.7	-59.2	-12.4	-2.8	-0.1	-4.6	-0.1	-0.6
CCCCC(=O)Nc1nc(C)c(-c2csc(Nc3ccc(Cl)cc3)n2)s1	21.4	-8.0	.	2.0	3.5	-2.9	-2.8	0.9	-15.8	.	-1.3
CCOc1ccc(-c2c(C)n([O-])c3c([n+]2=O)CCCCC3)cc1	14.6	24.5	-3.1	0.3	8.4	-1.8	0.9	-0.1	-16.1	10.3	0.3
C=CCn1c(C)cc(C(=O)Cn2ncc(Cl)c(Cl)c2=O)c1C	67.4*	101.0*	-5.4	4.0	94.0*	5.7	-9.4	0.2	31.3	15.9	-1.8
COC(=O)c1ccccc1S(=O)(=O)N1CCC(C(=O)NC2CCCCC2C)CC1 (configuration not stated)	-7.0	5.6	-4.9	1.3	-6.5	1.6	2.3	0.2	-15.6	-1.0	0.7
COc1ccc(S(=O)(=O)N2CCCCC2C)cc1 (configuration not stated)	0.1	9.6	-3.5	-2.1	19.1	1.3	1.1	-0.1	-5.3	7.4	-0.5
CNC(=O)c1ccc(-c2sc3nc(N4CCOCC4)c4c(c3c2N)CCCC4)o1	-3.4	25.1	3.3	1.3	-0.9	1.2	-6.8	-0.6	-20.1	-3.6	3.3
COc1ccc2nc(N(CCN(C)C)C(=O)c3ccc4ccccc4c3)sc2c1	-4.1	-62.6	-6.4	-3.8	-34.6	10.6	5.3	-0.2	11.7	0.6	-0.5
C=CCNC(=O)C(=O)NCC1CCCN1CC (configuration not stated)	4.8	16.1	5.1	1.7	15.0	0.1	-3.6	-0.2	-8.0	3.8	-1.3
COc1ccccc1OCCCCOc1ccccc1F	-61.0	-160.9	.	-3.1	-229.3	-0.6	18.4	0.0	-26.2	2.6	-1.2
Cc1ccc(NC(=O)CCN2C(=O)c3ccccc3C2=O)cc1	-11.1	2.3	-5.2	1.3	6.0	-1.4	-3.0	-0.1	14.3	1.3	0.2
Cc1c(-c2ccccc2)nc2ccccc2c1C(=O)OCC(=O)Nc1ncc(C(F)(F)F)cc1Cl	13.3	-27.3	-4.6	-4.3	21.6	-1.1	-2.3	-0.1	-19.1	7.3	-1.1
CCOc1ccccc1N(C(=O)Nc1ccc(Cl)cc1)C1=NC(C)CS1 (configuration not stated)	-8.5	-28.2	0.4	-0.3	-81.3	0.0	-1.8	-0.3	2.1	17.0	-0.1
Cc1nnc(NC(=O)CSC2CCCCC2)s1	.	0.2	-3.9	5.7	-0.3	-2.5	.	0.0	-11.1	-0.3	-1.0
CCN(CC)S(=O)(=O)c1ccc(NC(=O)C(C)N(c2ccccc2)S(C)(=O)=O)cc1 (configuration not stated)	-3.1	19.0	-3.0	-1.0	15.7	9.1	-2.6	0.1	-9.5	1.2	0.1
COc1ccc(/C=C2\OC(=S)N(C)C2=O)cc1	-6.4	-9.7	-9.4	-2.4	-59.7	-3.3	3.7	0.2	4.5	1.3	-2.7
COc1ccc(NC(=O)CN(C)C(=O)CSc2ccc(Br)cc2)cc1	-7.6	4.7	-19.7	0.4	4.3	-1.2	-3.6	0.1	-2.2	9.9	0.4
COC(=O)C(C)n1cnc2c(nnn2-c2ccc(OC)cc2)c1=O (configuration not stated)	-16.5	11.2	-5.0	-0.1	-5.3	4.1	-0.5	-0.2	-29.2	-3.2	-1.5
CN(C)c1nc(Cl)cc(N2CCOCC2)n1	-5.0	-16.1	-6.2	-0.2	-6.0	0.7	-31.3	0.1	-28.6	7.5	-0.7

Single entries from above:
COc1ccc(/C=C2\OC(=S)N(C)C2=O)cc1 | TRPM1 prom inh: -6.4
CCCCC(=O)Nc1nc(C)c(-c2csc(Nc3ccc(Cl)cc3)n2)s1 | hiPSC survival: -1.3

Sorted by formula weight (falling): some entries from above
SMILES	TRPM1 prom inh	Peg3 prom inh	CaV13 FRET inh	NR2E3 ag-1	HIF-2a inh	Exocytosis inh	PDI inh	aDG glyco act	NR2E3 ag-2	Vif inh	hiPSC survival
Cc1c(-c2ccccc2)nc2ccccc2c1C(=O)OCC(=O)Nc1ncc(C(F)(F)F)cc1Cl	13.3	-27.3	-4.6	-4.3	21.6	-1.1	-2.3	-0.1	-19.1	7.3	-1.1
COc1ccc(NC(=O)CN(C)C(=O)CSc2ccc(Br)cc2)cc1	-7.6	4.7	-19.7	0.4	4.3	-1.2	-3.6	0.1	-2.2	9.9	0.4
CCCCC(=O)Nc1nc(C)c(-c2csc(Nc3ccc(Cl)cc3)n2)s1	21.4	-8.0	.	2.0	3.5	-2.9	-2.8	0.9	-15.8	.	-1.3

(cont.)
SMILES	TRPM1 prom inh	Peg3 prom inh	CaV13 FRET inh	NR2E3 ag-1	HIF-2a inh	Exocytosis inh	PDI inh	aDG glyco act	NR2E3 ag-2	Vif inh	hiPSC survival
CN(C)C(=S)Oc1ccccc1-c1ccccc1OC(=S)N(C)C	-8.0	5.6	8.4	3.0	7.0	2.5	-8.9	-0.2	-0.2	.	-1.3
CC(C)Cn1c(-c2csc(C(C)C)c2)n[nH]c1=S	9.8	-1.8	5.1	2.5	-5.4	-4.7	0.5	1.3	-0.1	-0.1	-0.6
CC(=O)c1c(N2CCOCC2)nc2ccc(Br)cc2c1-c1ccccc1	3.7	21.4	-4.9	0.5	30.5	21.3	-35.9	-0.2	4.5	.	-0.7
Cc1cc(S(=O)(=O)Nc2ccc(C(=O)NCC3(N(C)C)CCCCC3)cc2)ccc1F	-7.2	-5.1	-5.8	3.0	-0.8	11.4	-10.7	-0.3	-17.9	13.8	-0.4
COc1ccccc1N(CC(=O)NCc1ccccc1)C(=O)CCC(=O)Nc1cc(C)ccn1	6.8	8.6	-5.7	1.1	10.8	-0.5	14.1	-0.2	-12.8	-7.5	3.0
O=C(NC1CC1)C1=C[C@H](C2CCCCC2)C[C@H](OCc2ccc(CO)cc2)O1	0.1	-5.2	-4.6	2.5	-12.9	-7.4	-18.5	0.5	-22.2	5.9	-1.2
CCOC(=O)C1(Cc2cccc(Cl)c2)CCCN(C(=O)CCC(=O)N(C)C)C1 (configuration not stated)	-28.7	10.0	-2.4	5.8	21.7	-2.4	3.7	-0.2	12.4	.	2.2
Cc1ccc(NC(=O)CSc2nnc(-c3ccccc3Br)o2)cc1C	-18.8	-91.5	1.6	-3.4	-79.5	28.4	3.3	0.0	-6.2	25.3	-1.0
COc1ccc(S(=O)(=O)NCC2CCCN(C(=O)c3sccc3C)C2)cc1 (configuration not stated)	-7.8	7.0	3.4	2.1	1.2	1.4	2.7	-0.5	6.1	-1.3	-0.7
COc1ccnc(Oc2ccccc2)c1C(=O)N/C=N/OCc1ccccc1	-3.4	5.5	-3.9	1.4	24.6	0.6	-14.8	0.1	13.8	-4.5	-0.7
CCN(C[C@H]1N[C@@](C)(C(=O)OC)[C@H]2C(=O)N(C)C(=O)[C@@H]12)S(=O)(=O)c1ccccc1	5.4	-2.3	-3.5	.	-9.2	-2.2	10.1	0.1	9.8	10.8	-1.9
CCC1CCCCN1C(=O)CNCC1CCCO1 (configuration not stated)	-1.9	-2.6	-7.5	-1.0	13.2	0.7	0.4	-0.1	-42.4	-0.7	-0.3

Screening results: PubChem BioAssay, several laboratories
